# DDE Tn7 FP inh: inhibitors of Tn7 peptide binding to human fibrin DD(E); P02675; FP displacement of FITC-Tn7 peptide from fibrin DD(E); 0% = median of compound wells per plate; inhibition, % at 8.3 µM; actives 0.13% (n = 370,000); AID 720508;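 active means inhibition above the mean of compounds falling within the control limits plus 3 SD of them, cut at about 14% in these data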;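 further: 0% = plate median of compound wells and 100% = 10 µM Aha-Tn7 peptide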
# Target sequence (P02675 whole entry, looked up): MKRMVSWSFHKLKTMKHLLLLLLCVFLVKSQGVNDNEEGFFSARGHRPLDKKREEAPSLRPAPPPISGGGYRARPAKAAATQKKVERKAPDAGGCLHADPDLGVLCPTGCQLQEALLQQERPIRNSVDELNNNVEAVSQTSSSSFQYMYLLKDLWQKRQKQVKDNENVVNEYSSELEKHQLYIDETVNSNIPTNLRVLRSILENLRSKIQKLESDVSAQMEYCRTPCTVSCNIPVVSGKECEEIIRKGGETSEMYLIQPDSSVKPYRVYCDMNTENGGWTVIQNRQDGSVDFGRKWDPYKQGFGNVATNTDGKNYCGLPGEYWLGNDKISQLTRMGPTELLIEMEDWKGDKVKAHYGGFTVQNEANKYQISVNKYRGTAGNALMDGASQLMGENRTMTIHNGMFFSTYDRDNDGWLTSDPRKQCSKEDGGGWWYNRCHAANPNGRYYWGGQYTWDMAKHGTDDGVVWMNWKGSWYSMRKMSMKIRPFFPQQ
#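 Assay system: human fibrin DD(E) protein / Input: 2 µM fibrin DD(E) / Benchmarks: high control of 10 µM Aha-Tn7 peptide / Measured by: fluorescence polarization of the labelled Tn7 tracer / Medium: Tris buffer with calcium and detergent, pH 7.8 / Timing: 10 min compound pre-incubation, 3 h probe incubation at room temperature / Repeats: one replicate per compound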
# UHRF1 binding: UHRF1 methyl-DNA binding inhibition; UHRF1 binding to methylated oligo, TR-FRET; inhibition, % at 4.4 µM; actives 0.75% (n = 370,000); AID 687016; in the data active means inhibition above about 21%;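 further: UHRF1 SRA domain binding a hemimethylated CpG hairpin DNA probe; 0% = median of test compound wells and 100% = reference inhibitor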
# KLK7 zymogen act: activators of human kallikrein-7 zymogen | AID 652039 | actives 0.9% (n = 370,000) | purified proKLK7, EDANS-DABCYL substrate fluorescence; 100% is mature enzyme control, 0% vehicle | activation, % at 7 µM | P49862;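 active means activation above the mean of all tested compounds plus 3 SD, computed per campaign excluding outliers beyond control limits, cut at about 13% in these data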
# TDP2 absorb: TDP2 (human) inhibition, absorbance primary screen; recombinant TDP2, T5PNP hydrolysis, p-nitrophenol absorbance 415 nm; inhibition, % at 12.8 µM; actives 0.34% (n = 370,000);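 active means inhibition above the mean of all tested compounds plus 3 SD, set per campaign, cut at about 25% in these data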;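 further: 0% = DMSO with enzyme and 100% = buffer with substrate but no TDP2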
#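 Material: recombinant human TDP2; quantity: TDP2 enzyme at 120 nM final; medium: Tris-HCl pH 7.5 with MgCl2; compound: single concentration, 12.8 µM nominal, with 1% DMSO; incubation: 2 h enzyme incubation at 37 °C; signal: epi absorbance; measure: percent inhibition; benchmarks: high control without enzyme, low control DMSO plus TDP2; repeats: singlicate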
# SIAE inh: blocks human sialic acid acetylesterase | Q9HAT2 | SIAE FP-Rh probe binding, fluorescence polarization | inhibition, % at 9.66 µM | actives 0.69% (n = 370,000);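 active means inhibition above a cutoff: mean of compounds within the control limits plus 3 SD of those, cut at about 17% in these data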;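 further: 0% = plate median of compound wells and 100% = probe without SIAE protein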
# Target sequence (Q9HAT2 whole entry, looked up): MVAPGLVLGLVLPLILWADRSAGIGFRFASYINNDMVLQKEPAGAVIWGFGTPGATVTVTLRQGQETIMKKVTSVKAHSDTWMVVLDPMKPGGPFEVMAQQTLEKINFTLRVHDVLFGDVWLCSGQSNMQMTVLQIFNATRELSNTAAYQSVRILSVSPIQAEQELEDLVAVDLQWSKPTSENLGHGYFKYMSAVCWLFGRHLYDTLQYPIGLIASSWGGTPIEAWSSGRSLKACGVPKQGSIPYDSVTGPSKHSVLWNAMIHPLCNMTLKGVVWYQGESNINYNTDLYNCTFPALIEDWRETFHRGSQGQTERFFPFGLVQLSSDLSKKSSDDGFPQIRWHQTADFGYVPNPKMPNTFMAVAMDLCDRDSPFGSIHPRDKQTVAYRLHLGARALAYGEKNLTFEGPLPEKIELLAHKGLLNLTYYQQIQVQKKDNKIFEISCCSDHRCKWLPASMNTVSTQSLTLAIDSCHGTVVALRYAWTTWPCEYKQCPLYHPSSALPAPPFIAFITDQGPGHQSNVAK
# Tn6 DDE FP: DD(E)-Tn6 binding inhibition, primary FP screen; Fibrin DD(E) TRITC-Tn6 fluorescence polarization displacement; inhibition, % at 8.3 µM; actives 0.21% (n = 370,000);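 active means inhibition above a per-campaign cutoff: mean of compounds within control limits plus 3 SD, cut at about 15% in these data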;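 further: 0% = median of all compound wells on the plate and 100% = blocking peptide control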
# LEDGF integ inh: blocks HIV-1 LEDGF/p75-dependent DNA integration; TR-FRET IN-LEDGF/p75 DNA integration, Eu/Cy5; inhibition, % at 3.7 µM; actives 0.64% (n = 370,000);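 active means inhibition above the screen-wide mean plus 3 SD, cut at about 13% in these data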;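 further: signal is the Cy5 over europium emission ratio at 671 and 618 nm; 0% = plate median of compound wells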
# PRMT1 inh: PRMT1 (human) inhibition, primary screen | Q99873 | recombinant PRMT1, activity-based probe fluorescence polarization | inhibition, % at 2.79 µM | actives 1.3% (n = 370,000) | AID 652257;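 active means inhibition above about 21% made by adding two undisclosed values, limit read from the data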
# TCR CD3 inh: blocks the human TCR-CD3 interaction | AID 651800 | inhibition, % at 9.4 µM | actives 0.37% (n = 360,000) | TAMRA-labeled TCR probe fluorescence, biochemical; in the data active means inhibition above about 19%;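 further: recombinant mutant TCR 2C K166C tagged with TAMRA read by polarization; 0% = receptor in buffer alone and 100% = receptor with positive control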
# MBD2 inh: inhibitors of human MBD2 binding to methylated oligonucleotide; AID 686964; Q9UBB5; actives 0.31% (n = 370,000); TR-FRET; inhibition, % at 4.4 µM; in the data active means inhibition above about 13%
# Starred values were filed as active, the others as inactive; . = not tested or not shown.
SMILES,DDE Tn7 FP inh,UHRF1 binding,KLK7 zymogen act,TDP2 absorb,SIAE inh,Tn6 DDE FP,LEDGF integ inh,PRMT1 inh,TCR CD3 inh,MBD2 inh
Cc1nc(-c2ccccc2)sc1C(=O)CSc1ccc(Cl)cc1,4,0,-0.1,4,-2,-4,-1,2,-1,1
Cc1ccnc(NC(=O)Nc2ccc(F)cc2)c1,2,6,0.2,-2,3,-2,1,-2,-3,7
COc1ccc(C(C(=O)NC(C)(C)C)N(C(=O)CNC(=O)c2cccs2)c2ccc(NC(C)=O)cc2)cc1OC (stereo not given),-3,-2,-0.3,3,0,-6,2,-2,5,-3
CC/C(C)=N/Nc1nc(-c2cc3cccc(OC)c3oc2=O)cs1,-5,-2,-0.4,-15,3,-9,7,4,12,0
O=C(O)C1CC=CCC1C(=O)Nc1ccc(F)c(F)c1 (stereo not given),9,-2,0.9,8,3,-3,-2,1,2,5
COC(=O)c1c(O)c2c([nH]c1=O)CCCC2,-6,-1,-0.1,0,-3,0,1,-1,1,2
CC[C@]12c3[nH]c4ccc(OC)cc4c3CCN1C(=O)C(CC(=O)NCc1cccc(C(F)(F)F)c1)C[C@@H]2C(=O)N1CCN(C(=O)c2ccco2)CC1 (stereo not given in full),-7,0,-0.6,-15,-7,-5,5,-2,-1,1
CCOC(=O)c1c(/N=C/c2cc(C)ccc2O)sc2c1CCN(C)C2,-2,-3,0.0,4,1,-5,-4,-3,-2,1
Cc1cc(C(=O)NCCN2CCOCC2)c2ccccc2n1,5,1,-0.1,-6,2,-2,1,-6,2,-2
Cc1ccc(S(=O)(=O)NCCC(=O)OCC(=O)NCCc2ccccc2)cc1C,-8,5,0.3,-13,0,0,-2,7,-2,-3
CCOC(=O)C(=O)/C(C#N)=C/Nc1ccccc1,5,0,-0.7,-1,3,-3,3,0,4,-4
O=C(NC1CCCC1)C(c1ccccc1F)N(C(=O)c1csnn1)c1ccccc1 (stereo not given),-4,0,-1.2,11,2,8,5,-2,5,3
COc1ccc(-c2cc(C(=O)Nc3ccc(S(=O)(=O)Nc4ncccn4)cc3)c3ccccc3n2)cc1,4,1,-3.0,-1,-39,0,-1,-1,-3,3
CCOC(=O)C1CCCN(CC(=O)/C=C2/N(C)c3ccccc3C2(C)C)C1 (stereo not given),1,9,4.6,3,1,-3,-1,-1,2,2
Cn1cc(Cl)cc(C(=O)Nc2ccccc2)c1=O,-4,0,-0.9,5,1,-3,-4,7,-4,6
NC(=O)c1ccsc1NC(=O)CS(=O)(=O)c1ccccc1,-2,2,0.8,-3,4,-6,0,5,-5,4
Nc1ccccc1C(=O)Nc1nccs1,4,-1,50*,2,1,-3,-3,-2,9,-1
Cc1ccc(NC(=O)CSc2nnc(Cc3cccn3C)n2-c2ccc(F)cc2)c(C)c1,4,2,0.5,5,2,10,2,-3,7,-6
COC1=C[C@H](C(=O)NC2CCN(Cc3ccccc3)CC2)[C@@]2(C)Cc3ccccc3[C@H]2CC1=O,2,-1,0.2,5,1,-2,-1,0,.,-5
O=C(COc1ccc(-c2nnco2)cc1)N1CCOCC1,-9,0,-0.5,-5,3,7,0,-4,6,-5
O=C(/C=C/c1ccccc1)N(c1ccccn1)C1CCCCC1,-10,0,-0.5,1,-4,0,1,-2,4,3
CC(C)c1nc(NCc2ccccc2)c(C#N)c2c1CCCC2,7,14,-0.2,-7,-5,11,-6,5,-2,4
COc1cccc(C2c3[nH]c4ccccc4c3CCN2CCCn2cccn2)c1 (stereo not given),-7,-2,5.4,-14,3,-1,-2,-3,12,-5
N/C(Cc1nc(-c2ccc(F)cc2)cs1)=N\O,-6,-1,0.0,-5,0,-5,-6,5,-5,2

# Some of the entries above in a different format.
SMILES	DDE Tn7 FP inh	UHRF1 binding	KLK7 zymogen act	TDP2 absorb	SIAE inh	Tn6 DDE FP	LEDGF integ inh	PRMT1 inh	TCR CD3 inh	MBD2 inh
Cc1nc(-c2ccccc2)sc1C(=O)CSc1ccc(Cl)cc1	4	0	-0.1	4	-2	-4	-1	2	-1	1
Cc1ccnc(NC(=O)Nc2ccc(F)cc2)c1	2	6	0.2	-2	3	-2	1	-2	-3	7
COc1ccc(C(C(=O)NC(C)(C)C)N(C(=O)CNC(=O)c2cccs2)c2ccc(NC(C)=O)cc2)cc1OC (stereo not given)	-3	-2	-0.3	3	0	-6	2	-2	5	-3

# Following part
SMILES,DDE Tn7 FP inh,UHRF1 binding,KLK7 zymogen act,TDP2 absorb,SIAE inh,Tn6 DDE FP,LEDGF integ inh,PRMT1 inh,TCR CD3 inh,MBD2 inh
CC1CC(C)CN(S(=O)(=O)CC23CCC(CC2=O)C3(C)C)C1 (stereo not given),-2,-2,-0.7,-7,-11,0,0,3,4,-1
Cc1cc(C)c(C#N)c(SCC(=O)c2ccc(Cl)cc2Cl)n1,-2,-2,0.1,0,-5,-1,1,0,8,-4
O=C(O)CC(Cc1ccc(Br)cc1)C(=O)Nc1ccccc1 (stereo not given),5,-1,-0.3,3,0,-3,-4,0,-3,2
COC(=O)c1nnn(CC(=O)NC(=O)Nc2cccc(C)c2C)c1C(=O)OC,-7,2,0.3,4,6,-7,0,-1,-3,6
COc1cccc(N2CCN(CC(=O)NCc3ccccc3)CC2)c1,0,-1,0.2,4,8,-3,-3,4,2,0
C=C1C(=O)O[C@@H]2[C@H]3O[C@]3(C)CC/C=C(\C)CC[C@@H]12,3,-4,0.1,3,0,-1,1,-2,4,-3
COC(=O)CNC(=O)C(NC(=O)c1ccc(Cl)cc1)C(C)C (stereo not given),-8,2,0.4,7,1,2,1,-2,-8,5
Oc1ccc(CN2CCc3ccccc3C2)c2cccnc12,1,-6,-0.3,-6,5,0,-8,-8,2,-3
COc1ccc(CN(C)Cc2ccccc2)c(OC)c1OC,-7,4,-0.8,-1,0,-3,3,-2,1,0
COc1cccc(CNC(=O)CCC(=O)N2Cc3cccc(OC)c3Oc3ncccc32)c1OC,-4,1,0.6,-16,3,-1,-1,1,3,-2
COC(=O)c1nnn(-c2nonc2N)c1CSc1nnc(N)s1,-3,1,0.3,4,-3,2,3,-7,2,-4
COC(=O)c1ccc(N=Cc2c(C(F)(F)F)[nH][nH]c2=O)cc1,-3,-1,-0.2,13,10,-2,4,-3,-2,-2
CCOC(=O)c1c(C)[nH]c(C(=O)CSc2nnc(-c3cccs3)n2Cc2ccccc2)c1C,-6,0,-0.3,3,-7,-2,1,0,1,-2
COc1ccc(C(=O)N/C(=C\c2cc(OC)c(OC)cc2[N+](=O)[O-])C(=O)NCCO)cc1,4,-1,-0.3,0,6,-3,-1,2,0,-3
CN(CCOc1ccc(Cl)cc1)c1ccc(S(=O)(=O)N2CCCCC2)cn1,0,-2,0.8,3,-3,-2,-1,0,5,0
CC(C)(C)c1ccc(C(=O)NCCC(=O)Nc2ccc3c(c2)OCCO3)cc1,-7,-3,0.2,0,5,5,5,1,7,0
COc1ccc(-n2c(CCC(=O)O)ccc2-c2ccc(F)cc2)c(OC)c1,-5,-2,0.1,1,-1,1,1,1,3,-1
COc1ccc(OCCOCCOc2ccc(C)cc2[N+](=O)[O-])cc1,2,1,0.1,-4,-1,1,-1,-1,7,-2
CCOc1ccccc1NC(=O)C1CCCN1S(=O)(=O)c1ccccc1C(F)(F)F (stereo not given),6,-1,0.4,1,2,-2,2,-2,0,2
CCOC(=O)c1c(C)nc(SCC(N)=O)c(C#N)c1-c1ccccc1,-3,0,-0.2,-9,4,2,4,35*,1,-2
COc1cc(SC)ccc1C(=O)N1CCN(c2ccccc2OC)CC1,-4,0,-0.7,1,3,10,3,-3,3,6
Cc1cccc(-n2cnc3c(c2=O)c2nc4ccccc4nc2n3Cc2ccco2)c1,9,0,-10,2,-6,-1,-1,21*,3,-4
COc1cc(-c2ccc3cc(OC)c(OC)c(OC)c3c2)cc(OC)c1OC,0,11,-6.2,-11,3,-1,-1,2,8,-3
CN1CCCN(S(=O)(=O)c2ccc3ccccc3c2)CC1,0,2,-0.1,5,1,-2,2,1,-1,-3
COc1cc(CNc2ccc(NC(C)=O)cc2)ccc1OCc1ccccc1C,6,-3,0.0,16,1,4,4,-6,8,-5
CN(C)C(CNC(=O)C1CCN(S(=O)(=O)c2ccccc2)CC1)c1ccccc1 (stereo not given),5,1,-0.5,-6,-2,-4,4,-2,-1,-2
Cc1ccc(O)c(C2=NNC(c3ccc(Cl)cc3)C2)c1 (stereo not given),-3,-2,-0.4,-7,-3,12,0,6,-11,4
O=C(COc1ccccc1[N+](=O)[O-])NCC1(N2CCCCC2)CCCCC1,7,-1,1.2,5,1,-3,-2,0,5,-2
Nc1ncnc2nc(SCCOc3ccc(Cl)cc3)[nH]c12,1,-2,0.6,8,6,-8,0,1,7,-2
COc1ccc(-n2nc(C(=O)NCC(=O)NC(C)C)c3ccccc3c2=O)c(OC)c1,0,1,0.1,-5,2,8,-2,0,-1,-1
CCOC(=O)CSc1nc(-c2ccccc2)nc2ccc(F)cc12,-6,1,0.7,-7,-5,3,4,-3,1,-1
Cc1ccc(C)c(C(=O)CCC(=O)OCn2nnc3ccccc3c2=O)c1,0,-1,0.3,7,-1,4,-3,-1,-2,-3
CCN(CC)C(=O)OCc1c(-c2ccccc2)ncc2ccccc12,5,0,-0.7,-3,6,-6,0,-2,6,1
O=c1cc2ncc(-c3[nH]ncc3[N+](=O)[O-])cn2[nH]1,3,1,0.6,4,5,3,0,2,12,-1
CCOC(=O)C1=C(COC(=O)Cc2ccc(OC)c(OC)c2)NC(=O)NC1C (stereo not given),-6,7,0.2,12,1,-8,2,1,7,-4
CN(C(=O)COC(=O)COc1ccc2c(c1)CCC2)c1c(N)n(Cc2ccccc2)c(=O)[nH]c1=O,-4,0,-0.1,-3,-6,2,1,-2,0,-3
Cc1ccccc1NC(=O)c1cc(C(=O)c2cc(Cl)ccc2O)cn(-c2ccccc2C)c1=O,-6,9,-4.5,4,-117,-4,0,-1,5,3
CC(NC(=O)Cn1cc(Br)c([N+](=O)[O-])n1)c1ccccc1 (stereo not given),1,2,0.1,-7,-1,-5,1,1,-1,-1
Oc1ccc(Cc2ncc(C(F)(F)F)cc2Cl)cc1,2,-3,0.5,6,3,-4,-1,3,-6,3
Cn1c(SCC(=O)N2CCCC2)nc2ccccc21,-4,3,0.2,3,-5,-7,-2,6,-2,9
CSc1c(-c2ccccc2)nc2ccccc2c1C(=O)O,-6,2,0.0,-6,0,0,1,-1,5,-2
O=S(=O)(Nc1ccc2c(c1)OCCO2)c1cnc[nH]1,-3,3,0.6,2,0,-1,-1,-1,0,3
CN(CCc1ccccn1)C(=O)CCC1CCCN(C(=O)CCOc2ccccc2)C1 (stereo not given),-4,-2,-0.5,-11,-1,0,5,-2,2,-1
CCc1ccc([C@@H]2CC=C(C(=O)O)[C@H](c3ccc(F)cc3)N2S(=O)(=O)c2ccc(C)cc2)cc1,-3,3,-0.8,-10,-7,-3,1,2,-3,3

# From PubChem

# Outcome played no part in choosing rows; overall some 4.6% were active at least once.
